Screens deposited in PubChem BioAssay by National Center for Advancing Translational Sciences (NCATS).
GAA inhib: alpha-glucosidase (human) inhibition. purified human GAA, 4-MU-alpha-glucoside fluorescence. Potency, µM (series often up to 76.9 µM), inactives show at the highest dose activity change, negative = inhibition, most hits filed as inhibitors. AID 1466. hit rate 0.005% among 200,000. P10253;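 note: plate controls were uninhibited enzyme wells for no effect and no-enzyme background for full effect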
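Endpoint fluorogenic read: 20 min room-temperature reaction of 4 nM human alpha-glucosidase with 400 uM 4-methylumbelliferyl-alpha-D-pyranoside, pH 5.0, quenched with 1M NaOH/1M glycine pH 10. AC50 from Hill modeling.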
HTT cytoprotect: cytoprotection in Huntington HTT-Q103 PC12 cell model. hit rate 0.14% among 230,000. AID 1471. Potency, µM (highest dose often 56.4 µM), without a hit: cytoprotection (ATP increase), usual class: activators. PC12 HTT-Q103 induced, cytoprotection, ATP luminescence, 40 h;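 note: % of control where 0% means no effect; nearly all actives have a fitted effect of over 45% in size; toxic huntingtin expression switched on by the ecdysone agonist tebufenozide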
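Huntington model: PC12 line, ecdysone-inducible HTTQ103 exon1–GFP, tebufenozide 100 nM. Test articles in a dose series. Endpoint luminescence from cellular ATP.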
aGlu spleen mod: inhibits or activates alpha-glucosidase in human spleen homogenate; human spleen homogenate, 4-MU-alpha-glucoside fluorescence; hit rate 0.006% among 240,000; P10253; AID 2112; Potency, µM (highest dose often 79.9 µM), inactives show at the highest dose activity change, negative = inhibition, hits mostly inhibitors;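 note: 0% = enzyme with vehicle and -100% = no enzyme basal signal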
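Human spleen homogenate (1 ug) with 4-methylumbelliferyl-alpha-D-glucopyranoside (1 mM final) in 50 mM citrate/phosphate pH 5.0, 0.01% Tween-20; 40 min at 37 C. Stopped at pH 10; 4-MU fluorescence Ex 365/Em 440 nm; AC50 by Hill fit.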
GAA glycogen mod: inhibitors or activators of human alpha-glucosidase glycogen cleavage | recombinant GAA, glycogen substrate, Amplex Red glucose oxidase fluorescence | hit rate 0.38% among 300,000 | Potency, µM (doses to about 76.4 µM), for the others: at the top dose activity change, negative = inhibition, hits mostly inhibitors | AID 2100 | P10253;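 note: 0% = full enzyme reaction and -100% = no-enzyme basal signal; the screen sought inhibitors and activators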
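Recombinant human alpha-glucosidase (4 nM final) hydrolysed bovine liver glycogen (30 ug) for 40 min at 37 C in pH 5.0 citrate/phosphate with 0.01% Tween-20. Released glucose detected by glucose oxidase/Amplex Red, Ex 573/Em 610 nm. Compounds up to 77 uM; AC50 from Hill fits.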
RGS12 GoLoco inh: blocks human Gai1 binding to RGS12 GoLoco peptide, red readout. P63096. Gai1:RGS12 GoLoco peptide FP, rhodamine, 10 min. Potency, µM (doses to about 61.6 µM), inactives show at the top dose activity, negative = inhibition, usual class: inhibitors. hit rate 0.44% among 230,000; active = well fitted inhibition curve with a large enough effect, not every such curve was filed as active; inactive = no such curve, though single readings can be large or run the other way; note: % is set by controls: 0 for no effect and ±100 for the full control effect; nearly all actives have a fitted effect of over 30% in size; many of its hits are not listed in these tables
Target sequence (P63096 whole entry, looked up): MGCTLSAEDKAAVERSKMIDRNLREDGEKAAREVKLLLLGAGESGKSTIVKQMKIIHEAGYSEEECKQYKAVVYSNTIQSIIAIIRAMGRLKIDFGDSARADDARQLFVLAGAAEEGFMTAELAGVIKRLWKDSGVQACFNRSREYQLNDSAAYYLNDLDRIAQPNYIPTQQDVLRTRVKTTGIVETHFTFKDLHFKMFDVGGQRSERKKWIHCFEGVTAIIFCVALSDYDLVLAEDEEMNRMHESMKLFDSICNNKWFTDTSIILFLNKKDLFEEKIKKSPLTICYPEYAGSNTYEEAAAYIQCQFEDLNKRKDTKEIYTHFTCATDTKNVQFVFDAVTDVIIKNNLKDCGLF
IMPase Li cell: membrane-permeable IMPase blocker, potentiated with lithium; CHO-M1 cells, IP1 TR-FRET (IP-One), carbachol + lithium; Potency, µM (highest dose often 59.4 µM), for inactives: at the highest dose activity, negative = IMPase inhibition, most hits filed as inhibitors; hit rate 0.35% among 210,000;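 note: IP1 builds up when IMPase is blocked and the TR-FRET signal falls; plate controls were basal vehicle for no effect and high inhibitor control for full effect; nearly all actives have a fitted effect of over 50% in size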
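CHO cells stably expressing M1 receptor (2000/well, cultured 16–30 h) treated 30 min at 37C with compound plus low lithium. Cytosolic IP1 by TR-FRET (665/620 ratio and 620 channel) after 10 min lysis; AC50 by Hill fit.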
HttQ103 aggreg: mutant huntingtin aggregation inhibition | PC12 HttQ103-GFP aggregates, Acumen cytometry, 40 h | Potency, µM (doses to about 46.1 µM), for inactives: at the highest dose activity change, negative = inhibition, usual class: inhibitors | hit rate 1.1% among 220,000 | AID 1688; note: % is set by controls: 0 for no effect and ±100 for the full control effect; nearly all actives have a fitted effect of over 60% in size
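Quantitative HTS on tebufenozide-induced (100 nM) PC12 cells stably expressing polyQ103 Huntingtin exon 1–GFP. Reduction of bright GFP aggregates, detected by laser scanning cytometry after lysis, identified actives across the titration.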
An asterisk follows results filed as active; ? = inconclusive; . = not tested or not shown; [ ] = another dose, or the depositor's remark. Unless noted, calls come from the whole dose curve; as a rule, active = well fitted curve in the direction sought with a large enough effect; inconclusive = small, poorly fitted or top-dose-only effect, or another doubt; inactive = no such curve, though single readings can be large; an effect the other way counts as inactive or inconclusive. Potency is the fitted concentration of half-maximal effect. The list is partial. The share of hits here may be higher or lower than overall.

Second line of a record: GAA inhib	HTT cytoprotect	aGlu spleen mod	GAA glycogen mod	RGS12 GoLoco inh	IMPase Li cell	HttQ103 aggreg
(1) O=C(NNC(=O)c1csc(-c2cccnc2)n1)Nc1ccc(Cl)cc1
→ .	17%[10 µM]	0%	0%	2%	.	0%[9.22 µM]
(2) CC1(C)c2ccccc2-n2c1cc1oc(=O)cc(O)c1c2=O
→ .	3%[10 µM]	3%	2%	-1%	.	-22%[9.22 µM]
(3) O=C(CCSc1ccccc1)NCCSCc1ccco1
→ -4%	26%[10 µM]	-1%	-2%	.	.	10%
(4) COc1cccc(/C=N/n2c(-c3ccco3)nc3ccccc3c2=O)c1OC
→ 6%	-13%[10 µM]	3%	-3%	15%	11%	10%
(5) CC(=O)N1CCC[C@@]2(CCN(Cc3ccc(C#N)cc3)C2)C1
→ .	15%	-8%	.	11%	2%	.
(6) COC(=O)c1ccc2c(=O)[nH]c(CCl)nc2c1
→ 0%	-7%	-15%	0%	6%	5%	-2%
(7) N#CC1=C(SCC(N)=O)NC(=O)CC1c1ccccc1Cl (configuration not stated)
→ -8%	-19%	7%	-12%	-9%	-7%[38.3 µM]	6%
(8) Cn1cc(P(=S)(N2CCOCC2)N2CCOCC2)cc1P(=S)(N1CCOCC1)N1CCOCC1
→ 5%	-6%	0%	0%	-3%	-1%	9%
(9) O=C(CSC1=Nc2ccccc2C2CC=NN12)Nc1ccc(F)cc1Cl (configuration not stated)
→ -3%	-20%	-9%	?	0%	14%	12%
(10) Cc1c(NC2=NC3(CCCCC3)Cc3ccccc32)c(=O)n(-c2ccccc2)n1C
→ -13%	3%	?	-2%	2%	33%[38.3 µM]	0%
(11) CC[C@@H](C)[C@@H](C(=O)N1CCN(C(=O)OC(C)(C)C)CC1)n1cc(CCCCNC(=O)OC(C)(C)C)nn1
→ .	-1%[10 µM]	-6%	12%	6%	6%	9%[9.22 µM]
(12) O=C(Nc1cccc(C(F)(F)F)c1)/C(=C/c1ccco1)NC(=O)c1cccs1
→ -3%	-11%	-1%	10%	-1%	8%[38.3 µM]	2%
(13) COc1ccc(/C=C/C(=O)Oc2cc(O)cc(O)c2)cc1
→ .	-1%[10 µM]	1%	-3%	6%	.	-4%[9.22 µM]
(14) C/C(=N\NC(=O)c1nn(C)cc1Br)c1ccc(NC(=O)c2ccncc2)cc1
→ 0%	27%[10 µM]	4%	1%	0%	2%	-11%
(15) COc1ccccc1NC(=O)CSC(N)=O
→ -5%	1%	-8%	-5%	14%	-8%[38.3 µM]	6%
(16) CCOC(=O)c1nn(-c2ccccc2)c2nnc(Cc3ccc(C)cc3)c(=O)n12
→ 0%	.	4%	-5%	-1%	0%	-1%
(17) CCO[C@@H]1OC(C(=O)O)=C[C@H](c2ccc3c(c2)OCO3)[C@H]1CCCO
→ .	1%[10 µM]	0%	-13%	-3%	-12%	12%[9.22 µM]
(18) COc1cccc(NC(=O)CN(C)C(C)C(=O)Nc2ccc(C(C)=O)cc2)c1 (configuration not stated)
→ ?	-19%	1%	6%	6%	3%	13%
(19) COC(=O)CN1C(=O)C(O)(CC(=O)c2cccc(Br)c2)c2ccccc21 (configuration not stated)
→ -9%	-14%	-1%	5%	4%	1%[38.3 µM]	-4%
(20) CCOC(=O)/C=C1\CC(=O)Nc2nonc2N1
→ -5%	4%[1.9 µM]	-4%	-5%	14%	21%[38.3 µM]	-9%

The last two compounds of the part above come first, to join the parts:
Second line of a record: GAA inhib	HTT cytoprotect	aGlu spleen mod	GAA glycogen mod	RGS12 GoLoco inh	IMPase Li cell	HttQ103 aggreg
(19) COC(=O)CN1C(=O)C(O)(CC(=O)c2cccc(Br)c2)c2ccccc21 (configuration not stated)
→ -9%	-14%	-1%	5%	4%	1%[38.3 µM]	-4%
(20) CCOC(=O)/C=C1\CC(=O)Nc2nonc2N1
→ -5%	4%[1.9 µM]	-4%	-5%	14%	21%[38.3 µM]	-9%
(21) C=CCSc1n[nH]c(=O)n1-c1cccc(C(F)(F)F)c1
→ -7%	4%[10 µM]	3%	0%	0%	.	0%[9.22 µM]
(22) NC(=O)CSc1nc2scc(-c3ccc(Cl)cc3)c2c(=O)n1Cc1ccccc1
→ 4%	41%[10 µM]	0%	-4%	.	.	?
(23) CCc1cc(=O)oc2cc(OC(C)C(=O)O)c(Cl)cc12 (configuration not stated)
→ 0%	7%	1%	-2%	12%	-2%[38.3 µM]	-6%
(24) CC(C)(C)c1cnnn1-c1ccc(/C=N/Nc2ccc([N+](=O)[O-])cc2)cc1
→ -10%	11%[10 µM]	1%	-9%	-4%	14%	?
(25) COc1ccc2c(c1)C(=O)[C@H](OC(=O)NCc1ccc3c(c1)OCO3)[C@@H](c1ccc(OC)c(Br)c1)O2
→ .	-37%[inhibitor]	-3%	.	1%	-1%	.
(26) COc1cc([N+](=O)[O-])ccc1NC(=O)Nc1ccc2c(c1)OCCO2
→ 2%	-89%[inhibitor]	4%	10%	3%	7%	?
(27) OCC1(Cc2ccccc2C(F)(F)F)CCN(Cc2ccccc2)CC1
→ -7%	-12%[10 µM]	8%	-4%	8%	14%	-8%[9.22 µM]
(28) CCc1ccccc1NC(=O)CC(O)(C(=O)OC)C(F)(F)F (configuration not stated)
→ -7%	-2%	2%	4%	3%	3%[38.3 µM]	13%
(29) NC(=O)CSc1ncnc2c1oc1ccccc12
→ -14%	-36%	-1%	10%	11%	13µM*	10%
(30) Cc1ccc(C)c(N2C(=O)c3cc(N4CCOCC4)c([N+](=O)[O-])cc3C2=O)c1
→ -4%	11%[10 µM]	-4%	4%	-7%	12%	7%
(31) CCC(C)(C)NC(=O)C(c1ccncc1)N(C(=O)Cn1nnc2ccccc21)c1cc2c(cc1C(C)=O)OCO2 (configuration not stated)
→ 14%	.	7%	-12%	7%	11%	.
(32) Cc1ccc(-n2nc3ccc(NC(=O)C(C)C)cc3n2)cc1
→ 14%	-20%[10 µM]	2%	2%	21%	-5%	-4%[9.22 µM]
(33) CC(C)(C)OC(=O)NC1CONC1=O (configuration not stated)
→ ?	.	0%	-1%	1%	-3%	-21%
(34) Cc1c(NS(=O)(=O)c2ccc(C(=O)NCc3ccccc3)cc2)c(=O)n(-c2ccccc2)n1C
→ 2%	-8%	0%	-9%	6%	2%	2%
(35) COc1cc(-c2nnn(CC(=O)N3CCOCC3)n2)cc(OC)c1OC
→ 2%	0%	-4%	-7%	-2%	6%[38.3 µM]	22%
(36) Cc1ccc(C(=O)NCCCNc2ccccc2[N+](=O)[O-])cc1
→ 9%	-36%	-4%	11%	15%	12%	23%
(37) CC(=O)OCC(=O)[C@@]1(O)CCC2C3CC(C)C4=CC(=O)C=CC4(C)C3C(O)CC21C (some centres not stated)
→ .	.	1%	.	-2%	0%	.
(38) Cc1cc(C)n(-c2ccc(C(=O)NCc3ccc4c(c3)OCO4)cc2)n1
→ -3%	38%	4%	-4%	2%	7%[38.3 µM]	-13%
(39) CCOc1ccc(N(C(C)C(=O)N/N=C(\C)C(C)(C)C)S(C)(=O)=O)cc1 (configuration not stated)
→ -7%	6%[10 µM]	-17%	4%	5%	3%	2%
(40) C#CCn1cnc2c(cnn2-c2ccc(C)c(C)c2)c1=O
→ 2%	-24%	-10%	4%	-13%	-1%[38.3 µM]	-26%
(41) CN1CCN(S(=O)(=O)c2cccc(C(=O)N3CCc4ccccc43)c2)CC1
→ -5%	-21%	1%	2%	4%	0%	5%
(42) O=C(O)C1CCCCC1C(=O)NCCc1ccc(F)cc1 (configuration not stated)
→ -5%	-4%[10 µM]	-3%	3%	-8%	1%	6%[9.22 µM]
(43) Nc1cc(C(=O)O)c(O)c(S(=O)(=O)O)c1
→ .	-4%	2%	.	-7%	?	.
(44) CC1=C(C(=O)Nc2ccccc2Cl)C(c2ccc(N(C)C)cc2)NC(=O)N1 (configuration not stated)
→ -13%	4%	-1%	-17%	142%[activator]	-1%[38.3 µM]	6%
(45) Cc1cccc(Cl)c1NNC(=O)Nc1c([N+](=O)[O-])c(C)nn1C
→ .	8%[10 µM]	-4%	-14%	5%	.	-8%[9.22 µM]
(46) Cc1ccc(S(=O)(=O)NN2C(=O)c3ccccc3NC2c2cccc(O)c2)cc1 (configuration not stated)
→ -6%	-39%[inhibitor]	-7%	-6%	-3%	-5%	-15%
(47) CCCn1c(N)c(N2CCCCC2)c(=O)n(CC(=O)Nc2ccccc2)c1=O
→ ?	1%	-2%	?	3%	23%[38.3 µM]	11%[9.22 µM]
(48) CCC(=S)/C=C1\Sc2ccc3ccccc3c2N1CCCS(=O)(=O)O
→ -9%	27%	1%	-20%	-25%	-10%[38.3 µM]	10%
(49) CCN1/C(=C/c2ccc3cc(C)ccc3[n+]2CC)Sc2cc(C)c(C)cc21
→ ?	-64%[inhibitor][10 µM]	5%	19%	217%[activator]	-17%	.
(50) Cc1nn(CC(=O)Nc2ccc(C(=O)N(C)C)cc2)c(=O)c2ccccc12
→ -8%	-1%	6%	3%	11%	12%[38.3 µM]	14%
(51) COCCN(CCOC)c1ncnc2c1cnn2-c1ccccc1
→ .	2%[10 µM]	-12%	0%	3%	.	10%[9.22 µM]
(52) Cc1ccccc1NC(=S)NCc1ccccc1
→ 2%	5.6µM*	-1%	-14%	4%	4%	?
(53) CC(=O)N1CCc2c(sc3c2c(=O)n(-c2ccccc2)c(=O)n3Cc2ccccc2Cl)C1
→ -5%	.	-12%	-1%	1%	6%	27%
(54) Cc1nn(-c2ccccc2)c(C)c1NS(=O)(=O)c1ccccc1
→ -10%	-16%	-7%	-7%	-5%	21%[38.3 µM]	-22%
(55) Cc1cc(C)c(S(=O)(=O)Nc2ccc3c(c2)CCC3)c(C)c1
→ 9%	8%[10 µM]	-2%	2%	2%	-9%	-19%
(56) CC1CN(c2ccc([N+](=O)[O-])nc2)CC(C)O1 (configuration not stated)
→ ?	-15%	1%	3%	4%	5%	5%
(57) COc1ccc(Cl)cc1NC(=O)CSc1nc(N2CCCCC2)nc(N2CCCCC2)n1
→ -3%	-11%[0.074 µM]	-6%	4%	2%	20%[38.3 µM]	-2%
(58) CC(=O)c1ccc(NC(=O)COc2ccc3c(c2)OCO3)cc1
→ 2%	-19%	-27%	5%	-22%	-6%	-6%
(59) CC1CC(NC(=O)CC#N)CC(C)(C)C1 (configuration not stated)
→ .	-7%[10 µM]	0%	6%	3%	.	-13%[9.22 µM]
(60) CCCc1cc(=O)oc2cc(C)cc(OC(=O)c3ccco3)c12
→ 3%	-21%	-2%	-1%	6%	12%[38.3 µM]	?
